TcdB inh = inhibitors of Clostridioides difficile toxin B glycohydrolase; AID 652162; P18177; actives 0.24% (n = 350,000); TcdB glycohydrolase enzymatic assay, plate reader; inhibition, % at 9.99 µM; in the data active means inhibition above about 10%
Target sequence (P18177 whole entry, looked up): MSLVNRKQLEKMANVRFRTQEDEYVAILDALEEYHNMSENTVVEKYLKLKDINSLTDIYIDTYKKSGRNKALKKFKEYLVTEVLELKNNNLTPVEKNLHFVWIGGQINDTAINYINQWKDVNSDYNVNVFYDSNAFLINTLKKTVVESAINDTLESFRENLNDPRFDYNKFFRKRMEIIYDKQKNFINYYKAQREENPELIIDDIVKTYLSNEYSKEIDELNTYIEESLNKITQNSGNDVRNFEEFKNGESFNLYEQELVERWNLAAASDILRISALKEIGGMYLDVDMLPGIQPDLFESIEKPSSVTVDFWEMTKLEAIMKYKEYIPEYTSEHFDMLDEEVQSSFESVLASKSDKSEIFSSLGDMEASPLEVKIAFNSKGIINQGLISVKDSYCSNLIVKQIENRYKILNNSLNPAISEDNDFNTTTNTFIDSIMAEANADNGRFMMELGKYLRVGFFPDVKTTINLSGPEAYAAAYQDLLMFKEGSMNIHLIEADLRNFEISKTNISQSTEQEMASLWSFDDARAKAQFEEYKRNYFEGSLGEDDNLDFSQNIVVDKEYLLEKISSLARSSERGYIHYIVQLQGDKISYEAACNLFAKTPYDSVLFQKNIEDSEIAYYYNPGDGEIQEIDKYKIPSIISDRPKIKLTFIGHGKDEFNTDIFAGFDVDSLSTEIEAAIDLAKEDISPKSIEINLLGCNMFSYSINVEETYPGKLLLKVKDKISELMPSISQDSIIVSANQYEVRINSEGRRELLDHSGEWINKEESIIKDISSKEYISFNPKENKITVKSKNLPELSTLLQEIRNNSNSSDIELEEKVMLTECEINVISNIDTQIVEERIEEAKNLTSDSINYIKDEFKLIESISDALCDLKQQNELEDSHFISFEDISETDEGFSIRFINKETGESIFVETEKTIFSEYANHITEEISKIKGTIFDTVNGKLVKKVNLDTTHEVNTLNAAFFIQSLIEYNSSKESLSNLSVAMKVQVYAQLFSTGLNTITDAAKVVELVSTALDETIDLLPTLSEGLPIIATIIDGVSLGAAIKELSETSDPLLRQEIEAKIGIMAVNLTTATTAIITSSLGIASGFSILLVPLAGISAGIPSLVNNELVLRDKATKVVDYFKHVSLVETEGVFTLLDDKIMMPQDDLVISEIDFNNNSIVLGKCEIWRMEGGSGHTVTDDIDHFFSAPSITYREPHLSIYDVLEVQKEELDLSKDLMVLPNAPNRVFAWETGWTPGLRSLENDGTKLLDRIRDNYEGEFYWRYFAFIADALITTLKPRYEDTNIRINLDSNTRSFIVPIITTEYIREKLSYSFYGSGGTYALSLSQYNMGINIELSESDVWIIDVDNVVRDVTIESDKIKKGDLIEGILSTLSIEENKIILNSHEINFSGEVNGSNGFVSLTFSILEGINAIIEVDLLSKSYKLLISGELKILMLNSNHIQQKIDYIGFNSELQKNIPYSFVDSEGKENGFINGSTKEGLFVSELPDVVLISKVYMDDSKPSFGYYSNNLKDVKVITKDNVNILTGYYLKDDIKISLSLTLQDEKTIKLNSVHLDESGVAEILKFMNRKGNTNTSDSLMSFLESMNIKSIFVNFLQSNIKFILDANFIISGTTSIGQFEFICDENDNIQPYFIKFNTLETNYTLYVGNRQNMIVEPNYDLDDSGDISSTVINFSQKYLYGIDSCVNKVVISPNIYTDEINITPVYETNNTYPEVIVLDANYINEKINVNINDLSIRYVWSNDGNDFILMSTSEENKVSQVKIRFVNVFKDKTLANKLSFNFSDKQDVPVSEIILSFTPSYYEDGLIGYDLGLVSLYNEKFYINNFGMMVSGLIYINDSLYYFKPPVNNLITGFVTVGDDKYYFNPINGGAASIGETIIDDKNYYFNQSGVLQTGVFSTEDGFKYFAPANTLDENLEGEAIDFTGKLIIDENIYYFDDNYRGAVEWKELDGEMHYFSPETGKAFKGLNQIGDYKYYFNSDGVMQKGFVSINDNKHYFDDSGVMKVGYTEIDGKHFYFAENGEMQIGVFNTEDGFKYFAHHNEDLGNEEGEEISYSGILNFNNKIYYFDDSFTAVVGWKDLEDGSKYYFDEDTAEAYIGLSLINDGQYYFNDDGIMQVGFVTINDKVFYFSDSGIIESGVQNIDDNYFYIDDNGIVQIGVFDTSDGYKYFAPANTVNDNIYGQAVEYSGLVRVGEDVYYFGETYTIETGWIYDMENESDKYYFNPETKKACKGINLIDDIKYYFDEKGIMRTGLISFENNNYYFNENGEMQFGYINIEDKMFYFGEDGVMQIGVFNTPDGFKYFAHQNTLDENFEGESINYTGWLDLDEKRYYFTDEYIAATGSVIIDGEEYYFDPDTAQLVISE
Starred values were filed as active, the others as inactive; & = joins results of further samples. An excerpt; the hit share may differ from the screen's.

The opening 2 compounds (preview)
smiles | TcdB inh
Cc1ccc(S(=O)(=O)N(C)C[C@H]2Oc3ccc(NC(=O)Cc4ccccc4)cc3C(=O)N([C@H](C)CO)C[C@@H]2C)cc1 | -0.3
COc1ccc(S(=O)(=O)Nc2ccc3c(c2)C(=O)N([C@@H](C)CO)C[C@@H](C)[C@H](CN(C)Cc2ccc(C(F)(F)F)cc2)O3)cc1 | 0.4

Results, from the first entry:
smiles | TcdB inh
Cc1ccc(S(=O)(=O)N(C)C[C@H]2Oc3ccc(NC(=O)Cc4ccccc4)cc3C(=O)N([C@H](C)CO)C[C@@H]2C)cc1 | -0.3
COc1ccc(S(=O)(=O)Nc2ccc3c(c2)C(=O)N([C@@H](C)CO)C[C@@H](C)[C@H](CN(C)Cc2ccc(C(F)(F)F)cc2)O3)cc1 | 0.4
COc1cccc(C#Cc2ccc([C@H]3[C@@H](CO)N4C(=O)CN(S(=O)(=O)c5ccccc5C)C[C@H]34)cc2)c1 | 0.6
CCC(=O)N[C@@H]1CC[C@H](CC(=O)NCC2CC2)O[C@H]1CO | -0.9
COc1ccc2c3c([nH]c2c1)[C@H](CO)N(C(=O)CN(C)C)CC31CN(C(=O)c2ccncc2)C1 | -8.4
CCCc1cn(CC[C@H]2CC[C@@H](NC(=O)Nc3ccc4c(c3)OCO4)[C@@H](CO)O2)nn1 | 1.3
C[C@H]1CN([C@@H](C)CO)C(=O)Cc2cc(NC(=O)Nc3ccccc3)ccc2O[C@H]1CN(C)S(C)(=O)=O | -2.1
Cc1cccc(S(=O)(=O)N(C)C[C@H]2OCc3ccccc3-c3c(n(C)c4ccccc34)C(=O)N([C@H](C)CO)C[C@H]2C)c1 | 1.3
CS(=O)(=O)N1[C@H](C#N)[C@@H](c2ccc(C#CC3CC3)cc2)[C@@H]1CO | -0.2
COc1ccc(-c2cn(CC[C@@H]3CC[C@@H](NC(=O)CCN4CCCCC4)[C@H](CO)O3)nn2)cc1 | 0.0
CN1CCN(C(=O)C[C@@H]2CC[C@@H]3[C@@H](COc4ccc(NC(=O)C5CCOCC5)cc4C(=O)N3C)O2)CC1 | -0.5
COc1ccc2c3c(n(C)c2c1)[C@H](CO)N(Cc1nccs1)CC31CN(C(=O)CN(C)C)C1 | -0.3
CN1CCN(C(=O)C[C@H]2C[C@H]3c4cc(NC(=O)NC5CCCCC5)ccc4O[C@H]3[C@H](CO)O2)CC1 | -0.2
O=C(c1ccccc1)N1CC(=O)N2[C@H](C1)[C@@H](c1ccc(C#Cc3ccccc3)cc1)[C@@H]2CO | 0.4
CC(C)CC#Cc1cnc2c(c1)C(=O)N([C@H](C)CO)C[C@H](C)[C@H](CN(C)Cc1ccccn1)O2 | -7.2
C[C@@H]1CN([C@@H](C)CO)C(=O)c2cc(NC(=O)CCCCCC(=O)Nc3ccccc3N)ccc2O[C@@H](C)CCCCO[C@@H]1CN(C)C(=O)Nc1ccc(C(F)(F)F)cc1 | 0.1
COC(=O)C1=CN(c2ccc(C(C)(C)C)cc2)C(N)=C(C#N)C1c1ccccc1F (configuration not stated) | -5.5
O=C([C@@H]1[C@@H](CO)[C@@H]2Cn3c(ccc(-c4ccccc4F)c3=O)[C@@H]2N1CC1CC1)N1CCCCC1 | -0.7
C[C@H](CO)N1C[C@H](C)[C@H](CN(C)CC2CCCCC2)Oc2ccc(NS(=O)(=O)c3ccc(Cl)cc3)cc2CC1=O | 0.5
C[C@H](CO)N1C[C@H](C)[C@H](CN(C)C(=O)C2CCCCC2)OCCCC[C@H](C)Oc2ccc(NC(=O)NC3CCCCC3)cc2C1=O | -1.5
C[C@H]1CN([C@@H](C)CO)C(=O)c2cc(NS(C)(=O)=O)ccc2O[C@H]1CN(C)S(=O)(=O)c1cccs1 | -0.5
COc1cccc(NC(=O)N[C@H]2CC[C@H](CC(=O)N3CCOCC3)O[C@@H]2CO)c1 | 0.4
O=C([C@H]1N[C@H]2c3ccc(-c4ccccc4F)c(=O)n3C[C@H]2[C@@H]1CO)N1CCc2ccccc2C1 | -1.6
CO[C@@H]1CN(C)C(=O)c2ccc(NC(=O)C3CCC3)cc2OC[C@H](C)N(C)C[C@H]1C | -0.4
COc1ccccc1-c1cn(CC[C@H]2CC[C@H](NC(=O)Cc3ccccn3)[C@@H](CO)O2)nn1 | -0.7
COCC(=O)N1CC(=O)N2[C@H](CO)[C@@H](c3ccc(C#CCc4ccccc4)cc3)[C@@H]2C1 | -0.1
O=C(O)C[C@H]1C[C@H]2c3cc(NS(=O)(=O)c4ccc(F)cc4)ccc3O[C@H]2[C@@H](CO)O1 | -2.1
C[C@H]1CN([C@@H](C)CO)C(=O)c2cc(C#CCN(C)C)cnc2O[C@H]1CN(C)C(=O)c1cnccn1 | -1.7
C[C@H]1CCCCO[C@H](CN(C)C(=O)Cc2ccccc2)[C@@H](C)CN([C@@H](C)CO)C(=O)c2cc(NS(C)(=O)=O)ccc2O1 | 1.1
Cc1ccc(S(=O)(=O)N[C@H]2C=C[C@H](CC(=O)NCCCN(C)C)O[C@@H]2CO)cc1 | 1.0
CCCC#Cc1ccc2c(c1)O[C@@H](CN(C)Cc1ccncc1)[C@H](C)CN([C@@H](C)CO)S2(=O)=O | 1.1
CN1C(=O)c2cc(NC(=O)c3ccc(F)c(F)c3)ccc2OC[C@@H]2O[C@H](CC(=O)N[C@H]3CCN(Cc4ccccc4)C3)CC[C@@H]21 | -1.2
CCC(=O)Nc1ccc2c(c1)C(=O)N(C)[C@H]1CC[C@@H](CC(=O)NCCOC)O[C@H]1CO2 | 0.9
C[C@@H]1CN([C@@H](C)CO)C(=O)c2cc(NC(=O)Nc3cccc4ccccc34)ccc2O[C@@H](C)CCCCO[C@@H]1CN(C)CC1CCCCC1 | -3.7
C[C@H]1CN([C@@H](C)CO)C(=O)c2cc(-c3cccc(C#N)c3)cnc2O[C@H]1CN(C)C(=O)C1CC1 | -0.4
COc1ccc(S(=O)(=O)Nc2cccc3c2O[C@H](CN(C)Cc2ccc(C(=O)Nc4ccccc4N)cc2)[C@H](C)CN([C@@H](C)CO)C3=O)cc1 | -0.3
CC(=O)O[C@H]1C[C@@H](n2cnc3c(Cl)ncnc32)[C@@H]2OC(C)(C)O[C@@H]21 | 0.7
C[C@@H]1CN([C@@H](C)CO)S(=O)(=O)c2ccc(C#CC3CCCCC3)cc2O[C@H]1CN(C)C(=O)Cc1ccncc1 | 0.1
O=C(C[C@@H]1CC[C@H]2[C@@H](COC[C@H](O)CN2S(=O)(=O)c2cccc(F)c2)O1)Nc1ccccc1 | 0.2
C[C@@H]1CCCCO[C@@H](CN(C)C(=O)Cc2ccccc2)[C@@H](C)CN([C@H](C)CO)C(=O)c2cc(NC(=O)CCCCCC(=O)Nc3ccccc3N)ccc2O1 | 0.2
COc1cccc(NC(=O)N[C@@H]2CC[C@H](CC(=O)Nc3ccccc3)O[C@@H]2CO)c1 | 0.7
O=C(C[C@H]1CC[C@@H]2[C@H](COC[C@@H](O)CN2Cc2ccc3c(c2)OCO3)O1)Nc1ccccc1 | -0.2
CCCNC(=O)N1C[C@H](O)COC[C@@H]2O[C@H](CC(=O)NCCCN3CCOCC3)CC[C@H]21 | -1.2
CCC(=O)NC[C@@H]1[C@H](c2ccc(-c3ccccc3)cc2)[C@@H](CO)N1C(=O)C1CC1 | -0.6
C[C@@H](NC(=O)C[C@@H]1CC[C@H](NC(=O)Nc2ccc3c(c2)OCO3)[C@@H](CO)O1)c1ccccc1 | -1.6
COc1cccc(S(=O)(=O)N(C)C[C@@H]2Oc3cc(C#CCC(C)C)ccc3S(=O)(=O)N([C@H](C)CO)C[C@H]2C)c1 | -0.9
C[C@@H]1CN([C@@H](C)CO)C(=O)c2cc(C#C[C@@H](C)O)cnc2O[C@H]1CN(C)CC1CCCCC1 | 0.0
C[C@H]1CCCCO[C@H](CN(C)C(=O)Cc2ccccc2)[C@@H](C)CN([C@@H](C)CO)C(=O)c2cc(NS(=O)(=O)c3cn(C)cn3)ccc2O1 | 0.5
C[C@@H]1CN([C@H](C)CO)C(=O)c2cccc(NS(=O)(=O)c3cn(C)cn3)c2O[C@H]1CN(C)C(=O)Nc1cccc2ccccc12 | -0.6
C[C@H]1CCCCO[C@@H](CN(C)C(=O)Nc2ccc(F)cc2)[C@@H](C)CN([C@@H](C)CO)C(=O)c2cc(NC(=O)c3ccccc3)ccc2O1 | 0.5
C[C@H](CO)N1C[C@H](C)[C@H](CN(C)S(C)(=O)=O)Oc2ccc(NS(=O)(=O)c3cccs3)cc2C1=O | -0.2
COCCNC(=O)C[C@@H]1CC[C@H]2[C@H](COc3ccc(NC(=O)C4CCOCC4)cc3C(=O)N2C)O1 | 0.2
CN(C)C(=O)[C@@H]1[C@@H](CO)[C@@H]2Cn3c(ccc(C4=CCCC4)c3=O)[C@H]1N2C(=O)Nc1ccccc1 | -3.0
C[C@H]1CN([C@@H](C)CO)C(=O)Cc2cc(NC(=O)Cc3cn(C)c4ccccc34)ccc2O[C@H]1CN(C)C | -1.1
COC(=O)c1cn(CC(=O)N2CCC3(CC2)C(=O)NCN3c2ccccc2)nn1 | 0.7
COc1ccc(CN(C)C[C@H]2OCCCC[C@@H](C)Oc3ccc(NS(=O)(=O)c4ccc(C)cc4)cc3C(=O)N([C@@H](C)CO)C[C@H]2C)cc1 | -0.5
CCCN1[C@@H]2c3ccc(-c4ccc(OC)cc4)c(=O)n3C[C@@H]2[C@@H](CO)[C@@H]1C(=O)N(C)C | -0.2
COc1ccc(C#Cc2cnc3c(c2)C(=O)N([C@H](C)CO)C[C@H](C)[C@H](CN(C)S(=O)(=O)c2cccs2)O3)cc1OC | -0.3&0.0
Cc1ccc(S(=O)(=O)Nc2ccc3c(c2)C(=O)N([C@@H](C)CO)C[C@@H](C)[C@H](CN(C)C(=O)c2ccccc2)OCCCC[C@@H](C)O3)cc1 | 0.9
CO[C@H](CN(C)C(=O)Nc1ccc(Cl)cc1)[C@@H](C)CN(Cc1ccccc1Cl)[C@@H](C)CO | -0.4

Exported as labelled records: 3 of the compounds above
CN(C)C(=O)[C@@H]1[C@@H](CO)[C@@H]2Cn3c(ccc(C4=CCCC4)c3=O)[C@H]1N2C(=O)Nc1ccccc1
  TcdB inh = -3.0
COCCNC(=O)C[C@@H]1CC[C@H]2[C@H](COc3ccc(NC(=O)C4CCOCC4)cc3C(=O)N2C)O1
  TcdB inh = 0.2
COc1ccc(C#Cc2cnc3c(c2)C(=O)N([C@H](C)CO)C[C@H](C)[C@H](CN(C)S(=O)(=O)c2cccs2)O3)cc1OC
  TcdB inh = -0.3&0.0

(list continues)
smiles | TcdB inh
CO[C@H]1CN(C)C(=O)c2cccc(C#N)c2OC[C@@H]2O[C@H](CC[C@H]2OC)CCN(C)C(=O)[C@H]1C | -0.3
Cc1ccc(S(=O)(=O)N(C)C[C@@H]2OCCCC[C@H](C)Oc3ccc(NS(=O)(=O)c4ccc(F)cc4)cc3C(=O)N([C@H](C)CO)C[C@@H]2C)cc1 | -0.3
O=C(c1ccccc1F)N1C[C@@H]2[C@H](c3ccccc31)[C@@H](CO)N2C(=O)Nc1ccccc1 | 0.7
CC(C)CC#Cc1ccc2c(c1)O[C@@H](CN(C)C(=O)c1cccc(F)c1)[C@H](C)CN([C@@H](C)CO)S2(=O)=O | 0.3
COc1ccc(CN(C)C[C@H]2Oc3ccc(NC(=O)Nc4ccc(OC)cc4)cc3CC(=O)N([C@@H](C)CO)C[C@H]2C)cc1 | 0.7
N#C[C@@H]1[C@@H](c2ccc(C3=CCCC3)cc2)[C@@H](CO)N1C(=O)C1CCCC1 | -0.4
C[C@H](CO)N1C[C@H](C)[C@@H](CN(C)Cc2cccnc2)Oc2ncc(/C=C/c3ccccc3)cc2C1=O | 0.9
Cc1[nH]c2ccccc2c1CC(=O)Nc1ccc(Nc2ccncc2)cc1 | 0.5
CO[C@H]1CN(C)C(=O)c2cc(NS(C)(=O)=O)ccc2OC[C@@H](C)N(C(=O)C2CCCC2)C[C@@H]1C | 0.8
O=C(NCC1CC1)[C@H]1[C@H](CO)[C@H]2Cn3c(ccc(-c4ccccc4)c3=O)[C@@H]1N2CC1CC1 | -1.7
COc1ccc(S(=O)(=O)N(C)C[C@H]2Oc3c(NC(=O)c4cnccn4)cccc3C(=O)N([C@H](C)CO)C[C@@H]2C)cc1 | 0.6
C[C@H](CO)N1C[C@H](C)[C@@H](CN(C)C(=O)CCC(F)(F)F)OCCCC[C@H](C)Oc2ccc(NS(=O)(=O)c3ccccc3)cc2C1=O | 0.0
CCO[C@@H]1OC(C(=O)N2CCN(Cc3ccccc3)CC2)=C[C@H](c2ccc3c(c2)OCO3)[C@H]1CCCO | 0.4
C[C@@H]1CN([C@@H](C)CO)C(=O)c2cccc(NC(=O)c3nc4ccccc4s3)c2O[C@@H]1CN(C)Cc1ccc(-c2ccccc2)cc1 | 1.4
COCc1cn(CC[C@H]2CC[C@H](NC(=O)Nc3ccc(Cl)cc3)[C@H](CO)O2)nn1 | -0.1
C[C@@H]1CN([C@@H](C)CO)C(=O)c2cc(NC(=O)NC3CCCCC3)ccc2O[C@@H]1CN(C)Cc1ccc2c(c1)OCO2 | -5.7
C[C@H]1CN([C@@H](C)CO)C(=O)c2cccc(NC(=O)c3ccncc3)c2O[C@H]1CN(C)Cc1ccc(Oc2ccccc2)cc1 | -1.2
O=C(NC[C@H]1CC[C@@H]2[C@@H](CN2S(=O)(=O)c2ccccc2F)O1)C1CCCCC1 | -0.8
CNC[C@@H]1Oc2ncc(C#CC3(O)CCCC3)cc2C(=O)N([C@@H](C)CO)C[C@H]1C | 0.8
C[C@H]1CN([C@@H](C)CO)C(=O)c2cc(Br)cnc2O[C@H]1CN(C)C(=O)C1CCCCC1 | -0.3
COCC(=O)N1[C@@H]2CN(C(=O)Nc3ccccc3F)c3ccccc3[C@@H]2[C@@H]1CO | -0.3
Cc1ccccc1S(=O)(=O)N1CC(=O)N2[C@H](CO)[C@@H](c3ccc(C#Cc4ccccc4)cc3)[C@H]2C1 | 0.3

Source: PubChem
